mIAP block = mouse IAP inhibition | AID 2806 | purified mouse IAP, CDP-Star luminescence, 30 min | inhibition, % at 10 µM | 330,000 tested, 0.2% active;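 active = inhibition of at least 40% at 10 µM in the primary screen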;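 note: plate controls were DMSO with enzyme for no effect and no enzyme wells for full effect; values of inactives mirror those of a sister screen read the other way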
NLRP3 yeast inh = blocks the NALP3 inflammasome reconstituted in yeast | inhibition, % at 10 µM | Yeast reconstituted NLRP3/ASC/caspase-1, beta-gal luminescence, 24 h | 330,000 tested, 0.39% active;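 active = inhibition of 50% or more; inactive = inhibition below 50%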;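 note: plate controls were induced DMSO wells for no effect and uninduced yeast grown without galactose for full effect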
beta cell repl = inducers of beta-cell replication in MIN6 cells | MIN6 cells proliferation, ATPlite luminescence, 48 h; cells starved in 0.2% serum; 100% = growth in 10% serum | proliferation, % at 10 µM | 330,000 tested, 0.29% active;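 active = compounds whose signal lies at least 3.5 SD above the mean of all wells on their plate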;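 note: 0% = DMSO-treated cells in low-serum medium and 100% = 10% serum control; some compounds called inactive have numbers as strong as hits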
A3G deaminase = APOBEC3G (human) deaminase inhibition; Q9HC16; recombinant A3G, ssDNA deamination FAM/TAMRA fluorescence; inhibition, % at 20 µM; 330,000 tested, 0.28% active; AID 493012;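 active = inhibition of at least 40% at 20 µM, with no more than 30% in the related APOBEC3A deaminase screen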;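 note: plate controls were DMSO wells with A3G for no effect and wells lacking A3G enzyme for full effect; some compounds called inactive have numbers as strong as hits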
hIAP inh = human IAP inhibition. purified IAP, CDP-Star luminescence, 30 min. 330,000 tested, 0.12% active. inhibition, % at 10 µM;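 active = inhibition reaching a set limit with compound at 10 µM in the primary screen, cut at about 35% in these data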;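 note: plate controls were DMSO wells with enzyme for no effect and no-enzyme buffer wells for full effect; values of inactives mirror those of a sister screen read the other way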
Target sequence (P09923 whole entry, looked up): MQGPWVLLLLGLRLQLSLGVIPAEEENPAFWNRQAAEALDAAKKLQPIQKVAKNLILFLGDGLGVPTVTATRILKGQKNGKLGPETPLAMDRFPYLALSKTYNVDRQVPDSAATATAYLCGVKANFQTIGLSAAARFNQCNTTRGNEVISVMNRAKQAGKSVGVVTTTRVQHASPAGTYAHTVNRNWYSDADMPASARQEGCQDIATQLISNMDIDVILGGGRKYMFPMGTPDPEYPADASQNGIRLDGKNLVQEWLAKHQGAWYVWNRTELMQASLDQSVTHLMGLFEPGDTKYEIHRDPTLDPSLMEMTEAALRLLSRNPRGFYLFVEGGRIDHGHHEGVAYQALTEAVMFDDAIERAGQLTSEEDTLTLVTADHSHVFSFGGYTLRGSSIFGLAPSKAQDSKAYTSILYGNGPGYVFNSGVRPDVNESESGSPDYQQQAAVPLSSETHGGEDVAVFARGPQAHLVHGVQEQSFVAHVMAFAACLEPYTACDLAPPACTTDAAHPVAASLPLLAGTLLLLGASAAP
mIAP act = increases mouse intestinal alkaline phosphatase activity. muIAP, CDP-Star luminescence, 30 min; hits give high values; 1 = vehicle-only enzyme signal, 0 = enzyme-free wells. activation factor at 10 µM. 330,000 tested, 0.24% active. AID 2805;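 active = activation factor of at least 2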; note: the source names both 10 and 20 µM as test concentration; values of inactives mirror those of a sister screen read the other way
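Assay system: mouse IAP enzyme / Compound: DMSO-dissolved test compounds / Timing: 30 min, room temperature / Measured by: luminescence from enzymatic CDP-Star hydrolysis / Control set: DMSO-only wells, enzyme-free buffer wells as negative control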
APOBEC3A inh = human APOBEC3A DNA deaminase inhibition | recombinant A3A, FAM/TAMRA ssDNA deamination fluorescence | inhibition, % at 20 µM | 330,000 tested, 0.41% active | AID 493011;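 active = at least 40% inhibition at 20 µM here, with at most 30% in a related deaminase screen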;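 note: plate controls were A3A with DMSO for no effect and wells lacking A3A enzyme for full effect; some results filed as inactive read as strong as hits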
Target sequence (P31941 whole entry, looked up): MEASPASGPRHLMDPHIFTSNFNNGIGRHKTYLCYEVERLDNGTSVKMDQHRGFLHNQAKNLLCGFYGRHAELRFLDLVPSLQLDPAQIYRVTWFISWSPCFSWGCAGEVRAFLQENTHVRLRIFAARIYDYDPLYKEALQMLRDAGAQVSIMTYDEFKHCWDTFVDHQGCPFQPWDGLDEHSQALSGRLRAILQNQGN
tim10-1 inh = tim10-1 yeast growth inhibition | S. cerevisiae tim10-1 ts strain growth, BacTiter-Glo, 24 h | 330,000 tested, 2.2% active | inhibition, % at 20 µM | AID 463190;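 active = inhibition of at least 40%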;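 note: mutant grown at 25 °C; 0% = DMSO wells with yeast and 100% = wells holding no yeast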
TIM10 inh = inhibits growth of TIM10 yeast strain | S. cerevisiae TIM10 strain growth, BacTiter-Glo luminescence, 24 h | inhibition, % at 10 µM | 330,000 tested, 1.4% active;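 active = inhibition of 40% or more at the single tested concentration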;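 note: wild-type TIM10 isogenic control strain grown at permissive 25 °C; 0% = DMSO yeast wells and 100% = minimal medium wells without yeast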
* hit, by the source's call.

entry	Structure	mIAP act	mIAP block	tim10-1 inh	APOBEC3A inh	TIM10 inh	A3G deaminase	hIAP inh	NLRP3 yeast inh	beta cell repl
1	NNC(=O)c1nc[nH]c1C(=O)Nc1ccccc1	0.99	1	25	6	18	5	-69	1	-2
2	CCN(CC)c1ccc(C(=O)N/N=C(\C)c2cccnc2)cc1	0.8	20	-1	4	-12	1	-14	1	-4
3	O=C(NCCC(=O)N1CCN(S(=O)(=O)c2ccc(F)cc2)CC1)Nc1ccccc1	1	-3	-17	0	8	-3	10	7	4
4	COc1cc(OC)nc(Oc2ccc(N)c(C)c2)n1	1	0	16	-3	0	-7	-21	-24	-1
5	CCCNS(=O)(=O)c1ccc(OCC(=O)Nc2ccc3c(c2)OCCO3)cc1	1.1	-10	12	-9	15	-3	-3	5	-3
6	O=C(CCc1nnc(-c2ccc(-c3ccccc3)cc2)o1)NCCc1ccccn1	0.96	4	27	3	10	-14	-8	0	-4
7	CCC(CC)NC(=O)COn1nnc2ccc(S(=O)(=O)N3CCOCC3)cc21	1	-3	-19	4	2	-6	-13	3	1
8	CCn1cc(C(=O)N2CCn3c(nc4ccccc43)C2)c(=O)c2ccc(C)nc21	0.97	3	-7	0	-6	-1	8	5	-2
9	Cc1[nH]n(-c2ccccc2)c(=O)c1C=NC1CCCCCC1	0.91	9	5	0	17	-4	-8	0	3
10	O=C(CN1CCN(c2ccccn2)CC1)Nc1ccc2ccccc2c1	1	0	16	2	1	-1	-21	33	1
11	CC(C)NC(=O)c1ccc2c(=O)n(CC3CCCO3)c(=S)[nH]c2c1 (stereo not drawn)	1	-3	-6	2	4	-9	15	20	-1
12	COc1cccc(CN(C)C(=O)CC23CC4CC(CC(C4)C2)C3)c1OC	0.95	5	22	-3	26	-13	6	29	-1
13	COC(=O)CNC(=O)C1CCN(S(=O)(=O)c2cccc3nsnc23)CC1	1	-2	-9	-1	-1	-1	8	1	1
14	CC(=O)Nc1ccc(N2CCOCC2)c(C(=O)Nc2cccc(C)c2)c1	0.93	7	15	4	6	-1	11	19	-3
15	O=C(CNC(=O)c1ccc(Br)o1)Nc1cccc(S(=O)(=O)N2CCCC2)c1	1	-4	1	-5	4	-13	-8	6	-3

Fetched by compound from above (three):
entry	Structure	mIAP act	mIAP block	tim10-1 inh	APOBEC3A inh	TIM10 inh	A3G deaminase	hIAP inh	NLRP3 yeast inh	beta cell repl
8	CCn1cc(C(=O)N2CCn3c(nc4ccccc43)C2)c(=O)c2ccc(C)nc21	0.97	3	-7	0	-6	-1	8	5	-2
14	CC(=O)Nc1ccc(N2CCOCC2)c(C(=O)Nc2cccc(C)c2)c1	0.93	7	15	4	6	-1	11	19	-3
1	NNC(=O)c1nc[nH]c1C(=O)Nc1ccccc1	0.99	1	25	6	18	5	-69	1	-2

Following part
entry	Structure	mIAP act	mIAP block	tim10-1 inh	APOBEC3A inh	TIM10 inh	A3G deaminase	hIAP inh	NLRP3 yeast inh	beta cell repl
16	O=C1N2CCSC2=NC1(Nc1ccccn1)C(F)(F)F (stereo not drawn)	1.1	-10	14	4	-11	0	-15	12	-1
17	CC(C)CC(=O)Nc1ncnc2c1C(=O)CC(C)(C)C2	1.1	-10	10	-2	8	-4	-12	-8	0
18	NC1=NC(c2cn(-c3ccccc3)nc2-c2cccs2)n2c(nc3ccccc32)N1 (stereo not drawn)	1.1	-8	17	-1	14	-5	-43	1	-1
19	O=C(Nc1cccc(Cl)c1)OCc1cncs1	1.3	-32	29	-1	7	2	26	27	-3
20	O=C(O)C1C2C=CC(O2)C1C(=O)NC1CCCc2ccccc21 (stereo not drawn)	0.96	4	8	6	0	0	-2	21	4
21	O=C(CSc1nnc(-c2ccco2)o1)c1ccccc1Cl	0.84	16	6	-3	18	-9	-10	24	-2
22	CCOc1ccc(N(CC(=O)NCCc2ccccc2)C(=O)c2csnn2)cc1	1	-4	12	0	-9	-1	-8	15	-3
23	N#CC12C(N)=NC3(OCCO3)C1(C#N)C1=C(CCC1)NC2c1ccccc1 (stereo not drawn)	0.98	2	3	-4	7	-5	3	14	-2
24	CCSc1nnc2ccc(-c3ccco3)nn12	1	-1	7	4	10	2	2	-1	-4
25	C[n+]1ccn(CC(=O)c2cccs2)c1	0.98	2	4	-3	5	-6	8	10	2
26	COC(=O)/C=C/c1cc(F)ccc1S(=O)(=O)NC(C)(C)C	1.1	-11	19	3	11	17	-9	20	-2
27	CCN(CC)CCNC(=S)Nc1ccc2nc(N3CCN(CC)CC3)cc(C)c2c1	1	-4	-23	0	-3	-4	8	23	-6
28	COC(=O)Nc1nnc(-c2ccccc2OC)s1	0.95	5	2	-2	8	-5	-14	36	-2
29	Cc1ccc(-c2csc3nc(SCC(=O)N(C)C)n(Cc4ccccc4)c(=O)c23)cc1	0.93	7	5	0	16	-3	10	8	-5
30	CN(Cc1cc2ccccc2[nH]c1=O)S(C)(=O)=O	0.96	4	9	-1	-2	-4	-1	5	-3

Results in sequence from the entries so far:
Compounds 17–22 in NLRP3 yeast inh: -8, 1, 27, 21, 24, 15
Compounds 17–22 in hIAP inh: -12, -43, 26, -2, -10, -8
Compounds 17–22 in mIAP act: 1.1, 1.1, 1.3, 0.96, 0.84, 1

In a second layout: entries from further up
23. N#CC12C(N)=NC3(OCCO3)C1(C#N)C1=C(CCC1)NC2c1ccccc1 (stereo not drawn)
24. CCSc1nnc2ccc(-c3ccco3)nn12
Assay by compound	23	24
mIAP act	0.98	1
mIAP block	2	-1
tim10-1 inh	3	7
APOBEC3A inh	-4	4
TIM10 inh	7	10
A3G deaminase	-5	2
hIAP inh	3	2
NLRP3 yeast inh	14	-1
beta cell repl	-2	-4

Other structures:
entry	Structure	mIAP act	mIAP block	tim10-1 inh	APOBEC3A inh	TIM10 inh	A3G deaminase	hIAP inh	NLRP3 yeast inh	beta cell repl
31	CCN1CCN(S(=O)(=O)c2cc(C)c(OC)cc2C)CC1	0.9	10	7	0	-8	-6	3	0	1
32	CCOC(=O)C1(Cc2cccc(OC)c2)CCN(Cc2cccc3cnccc23)CC1	0.98	2	1	-1	6	-3	-1	13	-3
33	C=CCc1c(Cl)nc(C)nc1NCc1ccccc1	1	-4	2	-1	4	-2	-32	16	0
34	CC(/C=C/c1ccco1)=N/NC(=O)OC(C)(C)C	1	-4	8	1	9	0	10	12	-2
35	N#Cc1ccc(C23CC4(C2)[C@H](CN(Cc2ccc(-c5ccccc5)cc2)[C@@H]4c2ccccc2)C3c2ccccc2)cc1 (stereo partly drawn)	0.94	6	2	0	7	1	11	25	-5
36	Cc1cccc(C(=O)OCC(=O)Nc2c(C)n(C)n(-c3ccccc3)c2=O)c1O	1	-3	-7	3	-10	-3	-5	-3	-3
37	Cc1ccc(F)cc1NC(=O)CSc1n[nH]c(N)n1	0.93	8	-13	-3	-3	-6	4	11	-1
38	O=S(=O)(Nc1cccc(S(=O)(=O)N2CCCC2)c1)c1ccc(Cl)s1	1	0	-3	2	4	-6	6	3	0
39	CCN1C(=O)[C@H]2[C@@H](c3ccc(-c4ccc(Cl)c(Cl)c4)c(OC)c3)N3CCCC[C@@]3(C(=O)OC)[C@H]2C1=O	0.93	8	-9	-1	0	-1	-2	7	-6
40	COc1ccc(S(=O)(=O)Nc2ccccc2-c2nnn(CC(=O)Nc3ccccc3OC)n2)cc1	1	-3	13	-1	9	-1	17	22	0
41	CCOCCCNC(=S)N1CCN(c2nc(-c3ccc(F)cc3)cs2)CC1	1	0	27	-7	10	-3	-22	29	-1
42	CC(C)c1ccc(-n2cccc2/C=C2/C(=N)N3C=CSC3=NC2=O)cc1	0.88	12	32	-2	12	-3	-1	-10	-3
43	CC(=O)Nc1ccc(S(=O)(=O)NCC2CCC(C(=O)N3CCCCCC3)CC2)cc1 (stereo not drawn)	0.96	4	3	-22	5	-6	-4	0	-3
44	Cc1ccc(-c2noc(CN3CCN(C(c4ccccc4)c4ccccc4)CC3)n2)cc1	0.99	1	41*	0	37	-5	12	4	-5
45	CC(C)C(OC(=O)c1cccs1)C(=O)NCCc1ccccc1 (stereo not drawn)	0.94	6	-2	-2	17	-6	-6	19	2
46	COc1cccc(NC(=O)NC2CC(=O)N(c3ccc4c(c3)OCCO4)C2)c1 (stereo not drawn)	1.2	-23	-25	-4	-8	-10	-13	8	0
47	O=C(O)CCCNC(=O)Cc1ccccc1	1	-4	12	-6	14	-11	8	8	-1
48	Cc1cc(NC(=O)c2ccc(Cn3nc(C)c(Br)c3C)o2)no1	1	-1	8	-1	16	-2	-22	14	0
49	Cc1ccc(C(=O)NCCCN2CCN(CCCNC(=O)c3ccc(C)cc3)CC2)cc1	1	-1	-5	0	-38	-1	-16	0	-1
50	CSc1ccc(S(=O)(=O)NC(C)c2ccccc2)cc1 (stereo not drawn)	1	-5	7	-3	-5	-6	4	11	0
51	O=C(NCc1ccc2c(c1)OCO2)c1cc2c(s1)CS(=O)(=O)C2	0.9	10	16	1	11	-4	1	20	-1
52	CCOc1ccccc1/C=C/c1nc2ccccc2[nH]c1=O	1.1	-8	21	-4	15	-5	-2	13	-1
53	COc1ccc(-c2nonc2NC(=O)c2oc3ccc(F)cc3c2C)cc1OC	0.98	2	1	0	-6	5	-10	-3	1
54	CCOC(=O)Nc1cc(OCC)c(NC(=O)C2CC2)cc1OCC	0.94	6	-16	-1	-19	-5	-5	15	-3
55	C=CCc1ccc2oc(C(=O)OCC)cc(=O)c2c1O	0.96	4	-2	-1	-4	-3	0	27	-1
56	O=C(O)c1ccc(/C=N/N2CCN(c3ccccc3)CC2)cc1	0.9	10	0	-2	1	-3	-14	16	-2
57	O=S(=O)(c1ccccc1F)N1CCN(Cc2nc3ccccc3[nH]2)CC1	0.92	8	19	-2	13	-3	-6	-10	0
58	Cc1ccc(Nc2ccc(N3CCN(c4ccc([N+](=O)[O-])cc4)CC3)nn2)cc1	0.98	2	-1	1	-29	-6	0	-5	-1
59	O=C(c1ccccc1)c1ccc(N2CCOCC2)c(F)c1	0.95	5	9	5	1	-1	-8	40	-1
60	CCOc1ccc(Br)cc1S(=O)(=O)Nc1ccc(Cl)c(S(=O)(=O)N(CC)c2ccccc2)c1	0.92	8	21	1	21	-6	13	-7	-6

Sorted by value in hIAP inh (falling): some entries from above
no.	smiles	hIAP inh
60	CCOc1ccc(Br)cc1S(=O)(=O)Nc1ccc(Cl)c(S(=O)(=O)N(CC)c2ccccc2)c1	13
50	CSc1ccc(S(=O)(=O)NC(C)c2ccccc2)cc1 (stereo not drawn)	4
51	O=C(NCc1ccc2c(c1)OCO2)c1cc2c(s1)CS(=O)(=O)C2	1
58	Cc1ccc(Nc2ccc(N3CCN(c4ccc([N+](=O)[O-])cc4)CC3)nn2)cc1	0
54	CCOC(=O)Nc1cc(OCC)c(NC(=O)C2CC2)cc1OCC	-5

(list continues)
entry	Structure	mIAP act	mIAP block	tim10-1 inh	APOBEC3A inh	TIM10 inh	A3G deaminase	hIAP inh	NLRP3 yeast inh	beta cell repl
61	Cc1cc(NC(=O)COC(=O)C2CCCN2C(=O)c2cccs2)no1 (stereo not drawn)	0.98	2	12	-1	-6	-4	24	2	-2
62	Cc1cc(C(=O)N/N=C/c2cccnc2)c2ccccc2n1	1	-3	-16	-4	7	-7	9	13	-1
63	COc1ccc(OC)c2c(N3CC(C)OC(C)C3)cc(C(F)(F)F)nc12 (stereo not drawn)	0.95	5	33	-4	18	-8	-10	7	-3
64	CCCOc1ccccc1C(=O)NCCCC(=O)O	1	-4	-15	-2	1	-5	2	25	1

Source: PubChem BioAssay (Sanford-Burnham Center for Chemical Genomics)
